Abeta yeast res: compounds reversing amyloid beta toxicity in yeast. yeast expressing A-beta42, growth rescue, OD600, 48 h; response scale: 0% DMSO, 100% iron-clioquinol control. 0.063% of 410,000 active. Potency, µM (highest dose often 46.1 µM), inactives show at the highest dose growth rescue, hits mostly activators; further: potency means the concentration at half of the fitted maximal effect; nearly all actives have a fitted effect of over 55% in size
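Yeast growth medium received pinned compounds, then yeast cells expressing toxic A-beta were added; plates incubated at 30 C for 48 hr. Growth read as absorbance at 600 nm, normalized to DMSO and equimolar FeCl3 plus clioquinol controls.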
PI5P4K alpha inh: blocks human PI5P4K alpha kinase activity; P48426; PI5P4Kalpha enzyme, ADP-Glo luminescence, 60 min; stronger effect = lower value; max response, %; 1.2% of 330,000 active; AID 652105; active means max response of -50% or lower; inconclusive means between -30% and -50%; inactive means -30% or higher; further: value at the top dose of about 77 µM; on the % scale 0 is the no-effect control and ±100 the full control effect
Target sequence (P48426 whole entry, looked up): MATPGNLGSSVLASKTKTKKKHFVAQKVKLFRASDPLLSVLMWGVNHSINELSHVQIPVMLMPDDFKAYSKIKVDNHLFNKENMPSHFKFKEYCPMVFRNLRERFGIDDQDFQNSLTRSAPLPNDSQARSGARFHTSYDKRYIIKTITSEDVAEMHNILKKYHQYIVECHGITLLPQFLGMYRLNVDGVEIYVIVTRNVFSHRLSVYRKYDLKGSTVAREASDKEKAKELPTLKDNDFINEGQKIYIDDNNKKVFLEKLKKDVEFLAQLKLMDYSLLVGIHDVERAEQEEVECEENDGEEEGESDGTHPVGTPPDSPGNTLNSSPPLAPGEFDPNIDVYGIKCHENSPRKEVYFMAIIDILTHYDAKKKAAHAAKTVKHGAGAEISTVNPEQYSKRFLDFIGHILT
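Compounds were pin-transferred onto PI5P4Kalpha and substrate in HEPES pH 7.4 buffer with EGTA, CHAPS and 5% DMSO. ATP (5 microM final) started the reaction, which ran 60 minutes at room temperature before ADP-Glo detection.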
EPAC1 agonist: agonists of human EPAC1; 0.073% of 360,000 active; EPAC1 agonist qHTS, biochemical assay; response scale: 100% = response to 6.5 mM cAMP; Potency, µM (titrated, usually from 154 µM), for inactives: at the highest dose activation, usual class: activators; O95398; AID 720707; further: potency means the concentration at half of the fitted maximal effect; nearly all actives have a fitted effect of over 60% in size
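Nucleotide exchange by EPAC1 (100 nM) on Rap1B–BODIPY-GDP (250 nM) in the presence of 50 uM GDP is tracked fluorescently at 480/540 nm over 30 min. Signals are normalized to a 6.5 mM cAMP control.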
IL2 activator: activates IL-2 in a cell-based reporter assay | IL-2 activation reporter assay, cell-based qHTS; stimulated with anti-CD3/CD4/CD28 beads; in transgenic mouse T cells | activation, % (series mostly up to about 46 µM) | 0.065% of 360,000 active | AID 652025; in the data active means activation above about 50%; inconclusive means mostly about 30% to 49%; further: 0% is about no effect
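Screening format: compound pinned onto unstimulated transgenic mouse T cells, 60 min incubation, then anti-CD3/anti-CD4/anti-CD28 bead stimulation for 18 hours at 37 degrees C, followed by EGFP and DsRed detection.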
PLK1 PBD inh: PLK1 (human) polo-box domain binding inhibition; P53350; Plk1 PBD binding of FITC phosphopeptide, fluorescence polarization; Potency, µM, for the others: max response, negative = inhibition, actives largely listed as inhibitors; 2.8% of 360,000 active; AID 720504; further: potency means the concentration at half of the fitted maximal effect; series mostly up to about 57 µM; on the % scale 0 is the no-effect control and ±100 the full control effect; nearly all actives have a fitted effect of over 65% in size
Target sequence (P53350 whole entry, looked up, the tested form may be a part): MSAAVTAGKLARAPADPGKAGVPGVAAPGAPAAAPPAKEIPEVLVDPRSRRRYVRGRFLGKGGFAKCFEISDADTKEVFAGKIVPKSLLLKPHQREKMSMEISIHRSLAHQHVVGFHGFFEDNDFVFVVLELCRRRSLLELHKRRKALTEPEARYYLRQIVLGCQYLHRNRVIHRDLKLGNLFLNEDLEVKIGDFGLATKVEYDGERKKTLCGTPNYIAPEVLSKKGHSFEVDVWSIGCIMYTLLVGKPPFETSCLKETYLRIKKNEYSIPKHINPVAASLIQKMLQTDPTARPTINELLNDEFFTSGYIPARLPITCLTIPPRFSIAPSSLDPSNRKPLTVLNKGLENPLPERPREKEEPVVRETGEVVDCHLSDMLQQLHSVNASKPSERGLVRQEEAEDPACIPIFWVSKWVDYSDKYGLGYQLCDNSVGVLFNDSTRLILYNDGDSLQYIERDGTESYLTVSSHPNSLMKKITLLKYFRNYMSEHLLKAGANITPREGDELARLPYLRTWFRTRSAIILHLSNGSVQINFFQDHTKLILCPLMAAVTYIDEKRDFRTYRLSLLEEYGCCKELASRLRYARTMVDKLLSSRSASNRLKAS
WRN helicase inh: inhibitors of human WRN helicase; Q14191; WRN helicase unwinding, fluorescent forked duplex, kinetic; Potency, µM (doses to about 114 µM), for inactives: at the top dose activity change, negative = inhibition, hits mostly inhibitors; 0.46% of 360,000 active; AID 651768; further: potency means the concentration at half of the fitted maximal effect; on the % scale 0 is the no-effect control and ±100 the full control effect; nearly all actives have a fitted effect of over 55% in size
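WRN at 20 nM final preincubated with compound 15 min at room temperature; reaction started with 100 nM fluorophore/quencher forked duplex oligonucleotide and 2 mM ATP final. Unwinding followed kinetically by red fluorescence (ex 525, em 598 nm).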
EPAC1 antag: blocks human EPAC1 exchange factor; EPAC1 GEF assay, Rap1b-BODIPY-GDP exchange fluorescence; Potency, µM (titrated, usually from 115 µM), for inactives: at the highest dose activity change, negative = inhibition, actives largely listed as inhibitors; 0.14% of 360,000 active; AID 720709;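 further: potency means the concentration at half of the fitted maximal effect; plate controls were vehicle for no effect and positive control for full effect; nearly all actives have a fitted effect of over 50% in size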
FUS suppressor: suppressors of FUS proteinopathy in yeast; S. cerevisiae FUS-expressing, growth rescue, OD600, 24 h; Potency, µM (series often up to 76.6 µM), inactives show top-dose growth rescue (activation), usual class: activators; 0.24% of 390,000 active; AID 1347120;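 further: potency means the concentration at half of the fitted maximal effect; plate controls were DMSO vehicle for no effect and reference control for full effect; nearly all actives have a fitted effect of over 55% in size; some results filed as inactive show a strong effect at the top dose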
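Yeast FUS proteinopathy model; galactose-induced FUS (2%), starting OD 0.005. Cpds in dilution series, 24hr, 30C, 99% humidity. Abs 600 nm growth. Pos ctrl CP55940 (top 92uM final); neg ctrl DMSO.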
* = called active by the depositor; [ ] = dose if it differs, or a comment. Unless noted, the call rests on the fitted dose curve; in most records, active means well fitted curve in the direction sought with a large enough effect; inconclusive means small, poorly fitted or top-dose-only effect, or another doubt; inactive means no such curve, though single readings can be large; an effect the other way counts as inactive or inconclusive. Hits appear at their usual frequency; any-hit rate near 4.1%.

For CCCCn1cnc2cc(NCc3cccc(OC)c3O)ccc21 the results were Abeta yeast res -9%, PI5P4K alpha inh -2, EPAC1 agonist 1%, IL2 activator 2.1, PLK1 PBD inh 0%, WRN helicase inh 3%, EPAC1 antag 2% and FUS suppressor 17%.
For CNC(=O)NCCN1CCCC1=O the results were Abeta yeast res -1%, PI5P4K alpha inh 2, EPAC1 agonist 2%, IL2 activator 0.6, PLK1 PBD inh -5%, WRN helicase inh -3%, EPAC1 antag 9% and FUS suppressor -29%.
`O=C(O)/C=C/c1ccc(-n2ccnc2)cc1` gave Abeta yeast res -18%, PI5P4K alpha inh 3, EPAC1 agonist -7%, IL2 activator -0.8, PLK1 PBD inh -11%, WRN helicase inh 0%, EPAC1 antag -10% and FUS suppressor 10%.
CCCNC(=O)C12CCC(C)(c3nc4cc(C)c(C)cc4nc31)C2(C)C (stereo not drawn) was read as Abeta yeast res -7%, PI5P4K alpha inh 5, EPAC1 agonist -13%, IL2 activator -1.1, PLK1 PBD inh 3%, WRN helicase inh 6%, EPAC1 antag 1% and FUS suppressor 43%.
Screening COc1ccc(-n2ncc3c2CC(C)(C)CC3NC(=O)C2CCN(C(C)=O)CC2)cc1 (stereo not drawn) returned Abeta yeast res -11%, PI5P4K alpha inh -2, EPAC1 agonist -8%, IL2 activator -2.1, PLK1 PBD inh -8%, WRN helicase inh -16%, EPAC1 antag 30% and FUS suppressor 33%.
For CCC(C(=O)NC(C)(C)C)N(Cc1ccco1)C(=O)Cn1nnc(-c2ccc(F)cc2)n1 (stereo not drawn) the results were Abeta yeast res 6%, PI5P4K alpha inh 0, EPAC1 agonist 5%, IL2 activator 2.7, PLK1 PBD inh -6%, WRN helicase inh -1%, EPAC1 antag -3% and FUS suppressor 30%.
Cc1cc(C)c(NC(=O)CSc2nnc(CN3CCOCC3)n2C)c(C)c1 was read as Abeta yeast res -10%, PI5P4K alpha inh -13, EPAC1 agonist -6%, IL2 activator -1.6, PLK1 PBD inh 3%, WRN helicase inh -14%, EPAC1 antag 16% and FUS suppressor 13%.
Screening O=C(NCc1cccc(F)c1F)C1CCC(=O)N(C2CCCCCC2)C1 (stereo not drawn) returned Abeta yeast res 8%, PI5P4K alpha inh 12, EPAC1 agonist 3%, IL2 activator 0.1, PLK1 PBD inh -5%, WRN helicase inh -11% and EPAC1 antag 1%.
Screening O=C(Nc1cc(-c2ccccc2)cs1)c1ccco1 returned Abeta yeast res 2%, PI5P4K alpha inh 1, EPAC1 agonist 12%, IL2 activator -0.5, PLK1 PBD inh -5%, WRN helicase inh -8%, EPAC1 antag -17% and FUS suppressor -29%.
Screening O=C(c1ccccc1)c1ccccc1C(=O)N1CCCC1 returned Abeta yeast res -2%, EPAC1 agonist 5%, IL2 activator 0.2, PLK1 PBD inh -8%, WRN helicase inh -7%, EPAC1 antag -18% and FUS suppressor 19%.
For CCN1CCN(CC(=O)n2c3c(c4ccccc42)CC(C)CC3)CC1 (stereo not drawn) the results were Abeta yeast res -14%, PI5P4K alpha inh -9, EPAC1 agonist 3%, IL2 activator 0.0, PLK1 PBD inh -10%, WRN helicase inh -3%, EPAC1 antag 0% and FUS suppressor 2%.
Screening CCCCC1(CC)C(=O)NC(=O)NC1=Nc1ccc(OC)cc1 (stereo not drawn) returned Abeta yeast res -10%, EPAC1 agonist 0%, IL2 activator -2.0, PLK1 PBD inh -3%, WRN helicase inh -2%, EPAC1 antag -13% and FUS suppressor 17%.
`CC(C)OC(=O)CSc1ncnc2c1cnn2-c1ccccc1` gave Abeta yeast res 0%, EPAC1 agonist 9%, IL2 activator -0.2, PLK1 PBD inh -8%, WRN helicase inh -5%, EPAC1 antag -8% and FUS suppressor 31%.
Screening CCOC(=O)c1c(NC(=O)COC(=O)c2cccnc2OCC)sc(C(=O)N(CC)CC)c1C returned Abeta yeast res 0%, PI5P4K alpha inh 2, EPAC1 agonist -2%, IL2 activator -0.5, PLK1 PBD inh -5%, WRN helicase inh -1%, EPAC1 antag -29% and FUS suppressor 12%.
For Clc1ccc(N2CCN(c3nc4nonc4nc3N3CCSCC3)CC2)nc1 the results were Abeta yeast res -8%, PI5P4K alpha inh 1, EPAC1 agonist -6%, IL2 activator -4.3, PLK1 PBD inh -23%, WRN helicase inh 14%, EPAC1 antag -18% and FUS suppressor -3%.
`Cc1ccc(/C(O)=C2/C(=O)C(=O)N(c3ccccn3)C2c2ccc([N+](=O)[O-])cc2)cc1` (stereo not drawn) gave Abeta yeast res -31%[inhibitor], PI5P4K alpha inh 2, EPAC1 agonist 6%, IL2 activator 1.6, PLK1 PBD inh -15%, WRN helicase inh -2%, EPAC1 antag -4% and FUS suppressor 18%.
For O=C(N[C@@H]1C/C=C\C[C@@H](CC(=O)N(CCO)Cc2ccccc2)C(=O)NCCOC1=O)OCC1c2ccccc2-c2ccccc21 the results were Abeta yeast res 3%, PI5P4K alpha inh 2, EPAC1 agonist -3%, IL2 activator -2.4, PLK1 PBD inh -5%, WRN helicase inh -29%, EPAC1 antag -7% and FUS suppressor inconclusive.
`CC(C)(C)C1CCC(C(=O)Nc2ccccc2)CC1` (stereo not drawn) gave Abeta yeast res -1%, EPAC1 agonist -1%, IL2 activator -1.0, PLK1 PBD inh -3%, WRN helicase inh -2%, EPAC1 antag -17% and FUS suppressor 8%.
For O=C(CCl)NCc1cc(-c2ccc(Cl)cc2)no1 the results were Abeta yeast res -25%, PI5P4K alpha inh -7, EPAC1 agonist -9%, IL2 activator 1.1, PLK1 PBD inh -4%, WRN helicase inh 6%, EPAC1 antag -17% and FUS suppressor 11%.
`Cc1cc(OCC(=O)NCCc2c[nH]c3ccccc23)c2c(C)cc(=O)oc2c1` gave Abeta yeast res -4%, PI5P4K alpha inh 0, EPAC1 agonist -1%, IL2 activator 0.2, PLK1 PBD inh 0%, WRN helicase inh -7%, EPAC1 antag -13% and FUS suppressor -2%.
Screening CC(C)C(NS(=O)(=O)c1ccc2c(c1)C(C)(C)C(=O)N2C)C(=O)NCc1ccc(F)cc1 (stereo not drawn) returned Abeta yeast res -13%, PI5P4K alpha inh -8, EPAC1 agonist -5%, IL2 activator -3.3, PLK1 PBD inh 2%, WRN helicase inh 6%, EPAC1 antag -8% and FUS suppressor 1%.
Cc1cc(=O)[nH]c(SCC(=O)NCc2ccc3c(c2)OCO3)n1 was read as Abeta yeast res -7%, PI5P4K alpha inh 1, EPAC1 agonist 2%, IL2 activator 0.0, PLK1 PBD inh -16%, WRN helicase inh 4%, EPAC1 antag -7% and FUS suppressor 8%.
Screening CC(=O)c1cccc(NC(=O)NC(C)c2ccc3c(c2)OCO3)c1 (stereo not drawn) returned Abeta yeast res 14%, PI5P4K alpha inh 7, EPAC1 agonist -3%, IL2 activator 5.1, PLK1 PBD inh -1%, WRN helicase inh -3%, EPAC1 antag 8% and FUS suppressor 0%.
For c1ccc(C[n+]2cccc(-c3ccccc3)c2)cc1 the results were Abeta yeast res -12%, PI5P4K alpha inh -5, EPAC1 agonist -4%, IL2 activator -0.1, PLK1 PBD inh -21%, WRN helicase inh -20% and EPAC1 antag 7%.
Screening O=C(N/N=C/c1ccc(N2CCOCC2)cc1)c1ccccc1NS(=O)(=O)c1cccs1 returned Abeta yeast res -5%, PI5P4K alpha inh -7, EPAC1 agonist -9%, IL2 activator 4.7, PLK1 PBD inh -15%, WRN helicase inh -25%, EPAC1 antag -16% and FUS suppressor 45%.
COc1ccc2c(c1)[N+](C)(C)C(C)(C)C=C2C was read as Abeta yeast res 7%, PI5P4K alpha inh -14, EPAC1 agonist 6%, IL2 activator 0.3, PLK1 PBD inh -25%, WRN helicase inh 1%, EPAC1 antag 0% and FUS suppressor -7%.
Screening CCOC(=O)c1cnn(CCOC(=O)c2ccccc2)c1NC(=O)c1ccccc1 returned Abeta yeast res 17%, PI5P4K alpha inh 6, EPAC1 agonist -12%, IL2 activator 4.6, PLK1 PBD inh -6%, WRN helicase inh -4% and EPAC1 antag -7%.
For COc1cccc(C(=O)NNC(=O)Cc2ccc([N+](=O)[O-])cc2)c1 the results were Abeta yeast res 4%, PI5P4K alpha inh 1, EPAC1 agonist 6%, IL2 activator -1.4, PLK1 PBD inh -11%, WRN helicase inh -17%[57.1 µM], EPAC1 antag -10% and FUS suppressor 9%.
Cc1ccc(NC(=O)CN2CCC(NC(=O)c3cccc(F)c3)CC2)cc1C was read as Abeta yeast res -12%, PI5P4K alpha inh -2, EPAC1 agonist -6%, IL2 activator -0.1, PLK1 PBD inh 2%, WRN helicase inh -1%, EPAC1 antag -4% and FUS suppressor -10%.
CC(C)C(=O)NC(=S)Nc1nnn(C)n1 was read as Abeta yeast res 1%, PI5P4K alpha inh 3, EPAC1 agonist -9%, IL2 activator 0.4, PLK1 PBD inh -14%, WRN helicase inh -14%, EPAC1 antag -19% and FUS suppressor 4%.
For Nn1c(COc2ccccc2F)nnc1SCC(=O)NC1CC1 the results were Abeta yeast res 14%, PI5P4K alpha inh -5, EPAC1 agonist 1%, IL2 activator 0.7, PLK1 PBD inh -11%, WRN helicase inh -2%, EPAC1 antag 7% and FUS suppressor 2%.
Screening CCC1CC(CSC(=N)N)OC1=O (stereo not drawn) returned Abeta yeast res 22%, PI5P4K alpha inh -8, EPAC1 agonist 7%, IL2 activator 2.2, PLK1 PBD inh 7%, WRN helicase inh -14%, EPAC1 antag -9% and FUS suppressor -16%.
Screening Cc1nc(N2CCN(c3ccccn3)CC2)c2c(C)c(C(=O)Nc3c(F)cc(F)cc3Br)sc2n1 returned Abeta yeast res 20%, PI5P4K alpha inh 14, EPAC1 agonist 1%, IL2 activator -2.8, PLK1 PBD inh 4%, WRN helicase inh -3%[57.1 µM], EPAC1 antag 6% and FUS suppressor inconclusive.
For COc1ccccc1NC(=O)COC(=O)/C=C/c1ccc(OC)c(OC)c1 the results were Abeta yeast res 1%, PI5P4K alpha inh -2, EPAC1 agonist -6%, IL2 activator -1.5, PLK1 PBD inh 2%, WRN helicase inh -7% and EPAC1 antag -12%.
